From PubChem BioAssay
TGFb inhibitor = inhibitors of TGF-b signaling; Potency, µM (series often up to 46.1 µM), inactives show at the top dose activity, negative = inhibition, hits mostly inhibitors; AID 588855; HepG2 CAGA-GFP TGF-b/SMAD3 reporter, GFP fluorescence, 18 h; TGF-beta stimulated, 500 pg/mL final; actives 1.2% (n = 410,000); also: potency is read from the fitted curve at half-maximal effect; % is scaled to controls: 0 for no effect and ±100 for the full control effect; nearly all actives have a fitted effect of over 65% in size
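First, reporter cells (HEPG2 CAGA-GFP) rested 2 h at 37 degrees C. Next, compounds were pinned in and TGF-beta added to 500 pg/mL final. After 18 h, GFP was imaged per cell and summed per well.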
EPAC2 agonist = agonists of human EPAC2 (RAPGEF4). Q8WZA2. EPAC2 activation, biochemical qHTS; response scale: 100% = 6.5 mM cAMP response. Potency, µM (titrated, usually from 154 µM), without a hit: at the highest dose activation, usual class: activators. actives 0.079% (n = 360,000). AID 720711; also: potency is read from the fitted curve at half-maximal effect; nearly all actives have a fitted effect of over 50% in size
Target sequence (Q8WZA2 whole entry, looked up): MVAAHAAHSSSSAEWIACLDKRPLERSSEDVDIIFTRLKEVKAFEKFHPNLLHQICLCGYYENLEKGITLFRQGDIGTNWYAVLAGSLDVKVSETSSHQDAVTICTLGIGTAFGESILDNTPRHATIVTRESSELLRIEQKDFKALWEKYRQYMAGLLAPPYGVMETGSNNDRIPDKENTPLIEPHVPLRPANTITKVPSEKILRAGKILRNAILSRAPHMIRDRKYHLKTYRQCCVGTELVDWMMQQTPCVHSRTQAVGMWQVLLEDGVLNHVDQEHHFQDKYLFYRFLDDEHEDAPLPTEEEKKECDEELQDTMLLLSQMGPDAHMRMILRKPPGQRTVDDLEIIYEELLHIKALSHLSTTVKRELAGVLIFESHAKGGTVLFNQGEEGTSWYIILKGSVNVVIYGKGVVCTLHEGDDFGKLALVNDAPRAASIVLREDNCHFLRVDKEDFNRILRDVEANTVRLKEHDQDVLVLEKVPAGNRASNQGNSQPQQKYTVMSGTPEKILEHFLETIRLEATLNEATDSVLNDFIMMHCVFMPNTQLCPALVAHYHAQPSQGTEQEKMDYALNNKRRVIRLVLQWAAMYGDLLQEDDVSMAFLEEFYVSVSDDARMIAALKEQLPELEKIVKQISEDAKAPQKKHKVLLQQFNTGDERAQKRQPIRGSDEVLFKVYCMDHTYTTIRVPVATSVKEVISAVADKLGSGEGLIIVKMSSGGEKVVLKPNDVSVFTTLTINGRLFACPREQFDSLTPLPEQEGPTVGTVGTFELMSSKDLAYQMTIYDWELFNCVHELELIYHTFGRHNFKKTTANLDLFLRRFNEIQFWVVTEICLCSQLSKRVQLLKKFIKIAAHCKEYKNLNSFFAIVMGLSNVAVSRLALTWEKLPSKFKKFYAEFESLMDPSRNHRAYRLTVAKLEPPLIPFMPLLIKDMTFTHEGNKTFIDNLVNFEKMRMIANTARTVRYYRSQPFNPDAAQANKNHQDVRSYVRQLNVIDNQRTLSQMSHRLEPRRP
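Fluorescence exchange assay: 100 nM EPAC2 with 250 nM RAP1B-BODIPY-GDP and 50 uM GDP; compounds tested as a concentration-titration series (qHTS). Loss of Rap1-bound BODIPY-GDP fluorescence read at 480/540 nm; data normalized to 6.5 mM cAMP.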
Nrf2 block = Nrf2 pathway inhibition | A549 ARE-Fluc reporter, luciferase luminescence, 18-24 h | AID 504444 | actives 2.1% (n = 360,000) | Potency, µM (highest dose often 46 µM), inactives show at the highest dose activity change, negative = inhibition, most hits filed as inhibitors; also: potency is read from the fitted curve at half-maximal effect; % is scaled to controls: 0 for no effect and ±100 for the full control effect; nearly all actives have a fitted effect of over 60% in size
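Concentration-response testing used A549 ARE_Fluc cells at 5000 cells/well. Following an 18-24 h compound incubation, viability was read by fluorescence (Ex 405/Em 525) and luciferase output by luminescence.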
Mm-Cpn inhibitor = blocks the Methanococcus maripaludis chaperonin Mm-Cpn; purified Mm-Cpn ATPase, ADP Transcreener TR-FRET; Potency, µM (doses to about 76.9 µM), for inactives: at the highest dose activity, negative = inhibition, most hits filed as inhibitors; actives 0.031% (n = 330,000); also: potency is read from the fitted curve at half-maximal effect; % is scaled to controls: 0 for no effect and ±100 for the full control effect; nearly all actives have a fitted effect of over 80% in size
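TR-FRET (320 nm excitation; 590 and 665 nm emission) reports ADP made from 10 uM ATP by 25 nM enzyme; compounds were preincubated 10 min, reaction run 30 min, both at 37°C.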
Nrf2 ARE act = activates Nrf2 signaling. AREc32 ARE-luciferase reporter (MCF7-derived line), luminescence, 24 h. Potency, µM (series often up to 46.1 µM), without a hit: top-dose activation, actives largely listed as activators. actives 0.31% (n = 410,000); also: potency is read from the fitted curve at half-maximal effect; % of control where 0% means no effect; nearly all actives have a fitted effect of over 65% in size
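Steps: seed AREc32_Fluc cells (1000/well, 5% FBS OPTI-MEM); incubate overnight at 37 deg C; add 23 nL compound; incubate 24 hr; add Steady-Glo; hold 30 min RT; read luminescence.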
Akt phos inh = Akt phosphorylation inhibition; Neuro2A IGF-stimulated pAkt S473 HTRF, 20 min; active compounds read low; activity change, % for hits at 50 µM; actives 0.32% (n = 360,000); in the data active = activity change below about -80%; inconclusive = mostly about -51% to -80%; also: % is scaled to controls: 0 for no effect and ±100 for the full control effect
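Single-point screen (50 µM final compound) in Neuro2A cells stimulated 20 min with 6 nM IGF at 37 deg C. After lysis, Ser473-phosphorylated Akt read by HTRF (ex 330 nm, em 615/665 nm) as the 665/615 ratio.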
A549 tox = counter-screen for Nrf2 inhibitors: cytotoxicity in A549 cells; A549 ARE-Fluc cells, CellTiter-Fluor viability, 18-24 h; Potency, µM (series often up to 46 µM), for inactives: at the top dose activity change, negative = cytotoxicity, usual class: inhibitors; actives 0.16% (n = 390,000); also: potency is read from the fitted curve at half-maximal effect; % is scaled to controls: 0 for no effect and ±100 for the full control effect
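A549 ARE_Fluc cells in 5% FBS OPTI-MEM were exposed to compounds in concentration-response for 18-24 h at 37 deg C. Viability was read by CellTiter-Fluor fluorescence (Ex 405/Em 525) after 30 min, before the luciferase read.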
EPAC2 antagonist = EPAC2 (human) antagonism; actives 0.18% (n = 360,000); Potency, µM (doses to about 114 µM), for the others: at the top dose activity, negative = inhibition, most hits filed as inhibitors; EPAC2 GEF exchange of Rap1B-BODIPY-GDP, fluorescence; AID 720708; Q8WZA2; also: potency is read from the fitted curve at half-maximal effect; % is scaled to controls: 0 for no effect and ±100 for the full control effect; nearly all actives have a fitted effect of over 45% in size; many of its hits are not listed in these tables
CCT modulator = modulators of cytosolic chaperonin (CCT/TRiC) activity; purified chaperonin ATPase assay, HTRF ADP detection, 30 min; activity change, % (no concentration beside the values), hits read low; actives 0.3% (n = 360,000); AID 651819; in the data active = activity change below about -30%; also: % is scaled to controls: 0 for no effect and ±100 for the full control effect
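Nucleotide hydrolysis assay: TRiC at 20–40 nM final (set by batch activity) with 10 uM ATP, 30 min at 37 °C, in presence of 76 uM compound. Detection by competitive ADP HTRF, 30 min ambient.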
Numbers without * were called inactive; i = inactive; ? = inconclusive; . = not tested or not shown; & = joins results of further samples; [ ] = remark or other dose. Unless noted, calls follow the shape of the dose curve; as a rule, active = well fitted curve in the direction sought with a large enough effect; inconclusive = small, poorly fitted or top-dose-only effect, or another doubt; inactive = no such curve, though single readings can be large; an effect the other way counts as inactive or inconclusive.

Results follow in this order: TGFb inhibitor	EPAC2 agonist	Nrf2 block	Mm-Cpn inhibitor	Nrf2 ARE act	Akt phos inh	A549 tox	EPAC2 antagonist	CCT modulator
- CC(=O)OCC(=O)C1=CCC2C3CCC4=CC(=O)C=CC4(C)C3(F)C(OC(C)=O)CC12C (stereo not drawn)
→ 2%	-3%	-13%	-1%	0.6%	i	-1%	25%	-0.1
- COc1ccc(NC(=O)Nc2nnc(-c3ccco3)s2)cc1
→ 13%	3%	?	-2%	13µM*	i	-5%	-6%	0.7
- COc1cccc(NC(=O)COC(=O)C2CCN(S(=O)(=O)c3cccs3)CC2)c1
→ 0%	17%	-5%	-4%	-1.8%	i	-2%	-12%	-0.3
- Fc1ccc(-c2nc3c4ccccc4ccn3c2Cc2ccccc2C(F)(F)F)cc1
→ ?	8%	.	.	?	i	.	0%	1.5
- c1nc(SSc2ncnc3nc[nH]c23)c2[nH]cnc2n1
→ 0%	2%	5%	.	-0.2%	i	-18%	15%	-1.4
- Cc1cccn2c(CN[C@H]3CCCCNC3=O)c(C(=O)N3CCOCC3)nc12
→ -6%	-9%	10%	-7%	-0.2%	i	-3%	-2%	-2.7
- CCNC(=O)C1CCCN(Cc2ccc(C(=O)OCC)cc2)CC1 (stereo not drawn)
→ -13%	2%	.	.	-1.2%[9.22 µM]	i	.	-3%	-1.5
- O=C(COc1ccccc1)Nc1c(C(=O)N2CCN(c3ccc(F)cc3)CC2)oc2ccccc12
→ 11%	.	?	.	-1.2%	.	19%	.	.
- O=C(CSc1ccc2nc(-c3ccccc3)cn2n1)NCC1CCCO1 (stereo not drawn)
→ 2%	13%	16%	-4%	0.6%	i	-6%	-5%	-2.1
- O=C(Nc1ccc(OCc2ccccc2Cl)cc1)c1cccnc1
→ 1%	16%	9.2µM*	2%	-1.9%	i	0%	-18%	-2.9
- CC1(OC(=O)c2ccco2)C(=O)C=C2C=C(C3CC3)OC=C2C1=O (stereo not drawn)
→ -4%	1%	-3%	.	4.8%	i	-13%	1%	-5.0
- NC(=O)NCc1ccc(F)cc1
→ 16%	-2%	-11%	5%	-0.1%	i	-8%	3%	-0.9
- O=c1c2[nH]c3ccccc3c2nc2n1CCS2
→ 6%	0%	-3%	3%	5.1%	i	-4%	8%	-2.2
- CCC(=O)N1CCC2(CC1)Oc1ccc(Cl)cc1C(=O)C21CC(c2ccccc2)=NO1 (stereo not drawn)
→ -2%	12%	-13%	-7%	-0.8%	i	0%	-18%	-2.5
- Cc1cc(C)c2nc(NC(=O)c3ccc4c(=O)n5c(nc4c3)CCCCC5)sc2c1
→ 1%	-8%	27%	-2%	-1.3%	i	-11%	0%	1.0
- COc1ccccc1C1=NNC(=Nc2cccc(S(=O)(=O)N(C)C)c2)SC1
→ 4%	1%	?	1%	8.7%	i	?	11%	-0.6
- Cc1c(N=C2NC(=O)C(CC(=O)Nc3ccccc3)S2)c(=O)n(-c2ccccc2)n1C (stereo not drawn)
→ ?	?	3%	2%	0.2%	.	-4%	1%	2.0
- O=C(O)c1ccccc1C(=O)NCC(O)COc1ccc(Cl)cc1 (stereo not drawn)
→ 4%	-7%	8%	-3%	0.4%	i	1%	-14%	0.0
- CCc1ccccc1NC(=S)N1CCN(c2ccccc2F)CC1
→ ?	3%	-14%	-1%	-0.7%	i	4%	-1%	0.4
- COc1cc(OC)cc(C(=O)NC2CC3CCC(C2)N3C)c1 (stereo not drawn)
→ 3%	10%	4%	-16%	-1.6%	i	3%	3%	-1.1
- COc1ccc(S(=O)(=O)N2CCC(C(=O)NCC(c3cccs3)N(C)C)CC2)cc1 (stereo not drawn)
→ -18%	-5%	9%	-1%	0.0%	i	5%	0%	-0.1
- COc1cccc(COc2nc3c(c(=O)n(C)c(=O)n3C)n2C)c1
→ -18%	0%	1%	1%	0.4%	i	3%	4%	-5.8
- O=C(Nc1ccc2c(c1)OCO2)c1ccc2sc([C@H]3C[C@H](O)[C@@H](CO)O3)nc2c1
→ 10%	0%	.	.	7.5%	i	.	-21%	-0.5
- COc1ccc(OC)c(S(=O)(=O)N/N=C\c2c[nH]c3ccccc23)c1
→ 0%	2%	?	2%	9.2%	i	-1%	-12%	0.6
- CCc1nc(CN2CCN(c3cc(C(F)(F)F)ccn3)CC2)c(C)[nH]1
→ -14%	6%	-27%	0%	0.0%	i	8%	0%	-2.1
- CC(C)CC(N)c1csc(NC(=O)Nc2ccccc2Cc2ccccc2)n1 (stereo not drawn)
→ ?	-3%	.	.	-2.4%	i	.	-4%	1.4
- O=C(NC1(C(F)(F)F)NC(=O)N(Cc2ccccc2)C1=O)c1cccs1 (stereo not drawn)
→ -39%	4%	?	.	-0.9%	i	-8%	-13%	0.0
- COc1cccc(C(=O)CSc2nc3ccccc3n2CC(=O)N(C(C)C)C(C)C)c1
→ 1%	4%	-4%	-2%	1.8%	i	-1%	6%	-2.1
- CN(c1ccccc1)S(=O)(=O)c1ccc(NC(=O)c2nc(S(C)(=O)=O)ncc2Cl)cc1
→ 5.6µM*	13%	?	-13%	-2.2%&-7.4%	i	?	2%	1.2
- CCCNC(=O)C1(C)CCCN(Cc2ccccc2N(C)C)C1 (stereo not drawn)
→ -3%	1%	.	.	-0.4%[9.22 µM]	i	.	5%	0.4

Overlap with the part before: 2 compounds, followed by the next part.
Results follow in this order: TGFb inhibitor	EPAC2 agonist	Nrf2 block	Mm-Cpn inhibitor	Nrf2 ARE act	Akt phos inh	A549 tox	EPAC2 antagonist	CCT modulator
- CN(c1ccccc1)S(=O)(=O)c1ccc(NC(=O)c2nc(S(C)(=O)=O)ncc2Cl)cc1
→ 5.6µM*	13%	?	-13%	-2.2%&-7.4%	i	?	2%	1.2
- CCCNC(=O)C1(C)CCCN(Cc2ccccc2N(C)C)C1 (stereo not drawn)
→ -3%	1%	.	.	-0.4%[9.22 µM]	i	.	5%	0.4
- CCOC(=O)N1CCN(C(=O)C2CCC(=O)N2C(C)C)CC1 (stereo not drawn)
→ 2%	9%	-13%	-2%	0.3%	i	6%	2%	-0.3
- C/C(=N\NC(=O)C1CCCC1)c1ccc(Cl)c(Cl)c1
→ 11%	5%	6%	1%	4.4%	i	-6%	-6%	1.4
- Cc1ccc(-n2nnnc2SCC(=O)N2CCc3ccccc3C2)cc1
→ ?	13%	5%	1%	2.2%	i	10%	4%	0.9
- NS(=O)(=O)c1ccc(NC(=S)NCc2cccc(Cl)c2)cc1
→ ?	2%	-9%	1%	-0.4%	i	-6%	-9%	-0.5
- CCOC(=O)CN1C(=O)CSc2ccc(S(=O)(=O)N3CCOCC3)cc21
→ -2%	1%	0%	?	-0.7%	i	0%	-6%	-5.9
- C#CCN1C=CC(=O)[C@@H](OC(=O)Nc2ccc(Br)cc2)[C@H]1c1ccccc1Br
→ 13µM*	5%	?	.	5.7%	i	-15%	-6%	-0.6
- N#CCCNc1ccc(OCCC#N)cc1
→ -22%	4%	-4%	0%	0.1%	i	0%	3%	-2.9
- Cc1ccc(-n2c(CSc3nc(C)cc(C)n3)nnc2SCC(=O)N2CCCC2)cc1
→ 3%	2%	?	-1%	0.2%	i	.	-1%	-3.6
- O=C(NCCCN1CCN(c2ccccc2F)CC1)c1cc2c(Cl)nc3ccccc3c2s1
→ 0%	.	9%	.	-0.9%	.	3%	.	.
- COc1ccc(-n2c(=O)cc(N3CCc4ccccc43)[nH]c2=O)cc1
→ -31%	3%	-5%	-1%	-0.4%	i	-2%	-2%	0.6
- Cc1cc(C(=O)OCC(=O)N2CCc3ccccc32)c(C)o1
→ 0%	-4%	?	2%	0.3%	i	-7%	-1%	0.9
- Cc1cc(Cl)ccc1NC(=S)NCc1ccc(F)cc1
→ -6%	5%	?	-4%	0.0%	i	0%	-1%	-0.2
- CC(=O)N1CCC(C(=O)OCc2ccc(Cl)cc2)(c2ccccc2)CC1
→ ?	-2%	14%	0%	5.2%	i	5%	?	0.4
- O=C1c2ccccc2C(=O)N1COc1ccc(S(=O)(=O)N2CCOCC2)cc1[N+](=O)[O-]
→ -1%	15%	2%	0%	0.0%	i	0%	-3%	-1.5
- COc1ccc(Cl)cc1NC(=O)C1CCN(C(=O)C2CC(=O)N(c3ccc(C)cc3)C2)CC1 (stereo not drawn)
→ ?	4%	?	-3%	0.2%	i	-1%	-10%	1.0
- O=C(CN1C(=O)NC2(CCc3ccccc32)C1=O)c1cccs1 (stereo not drawn)
→ 6%	4%	13%	-3%	-0.8%	i	7%	5%	0.1
- Cc1ccc2cccc(SCC(=O)Nc3ccc(F)cc3)c2n1
→ ?	-8%	-19%	-6%	0.9%	i	0%	-4%	-74*
- CCCC(=O)Nc1nc(C)c(-c2csc(Nc3cc(OC)ccc3OC)n2)s1
→ 1%	13%	?	?	0.7%	i	-6%	13%	-2.8
- O=S(=O)(NCCS(=O)(=O)N1CCN(c2ccccc2)CC1)c1ccc(F)cc1
→ 5%	5%	6%	0%	0.2%	i	1%	-3%	-1.7
- CC(C)CC(=O)Nc1nc2nc(-c3ccccc3)cc(=O)n2[nH]1
→ 0%	.	24%	.	-0.6%	.	6%	.	.
- CCOC(=O)Nc1ccc(NS(=O)(=O)c2ccc(C)cc2)cc1
→ 2%	4%	9%	3%	0.2%	i	-9%	-5%	-0.9
- O=C(Nc1scc(-c2cccs2)c1C(=O)O)c1cccs1
→ -8%	6%	?	0%	0.6%	i	?	-5%	-4.7
- COc1ccc(NC(=O)CC2C(=O)N(C)C(=S)N2CCc2ccc(F)cc2)cc1 (stereo not drawn)
→ ?	-2%	23µM*	0%	9.0%	i	?	-11%	-2.1
- Cc1ccc(C(=O)N(Cc2cccs2)C2CCS(=O)(=O)C2)cc1 (stereo not drawn)
→ -6%	9%	3%	6%	-1.0%	i	10%	3%	-1.6

These rows are one share of the data. The share of hits here may be higher or lower than overall.
